# PI5P4Ka inh: PI5P4K alpha (human) kinase inhibition; P48426; PI5P4Kalpha enzyme, ADP-Glo luminescence, 60 min; stronger effect = lower value; max response, %; 330,000 compounds, 1.2% hits; AID 652105; active = max response of -50% or lower; inconclusive = between -30% and -50%; inactive = -30% or higher; also: value at the top dose of about 77 µM; % is scaled to controls: 0 for no effect and ±100 for the full control effect
# Target sequence (P48426 whole entry, looked up): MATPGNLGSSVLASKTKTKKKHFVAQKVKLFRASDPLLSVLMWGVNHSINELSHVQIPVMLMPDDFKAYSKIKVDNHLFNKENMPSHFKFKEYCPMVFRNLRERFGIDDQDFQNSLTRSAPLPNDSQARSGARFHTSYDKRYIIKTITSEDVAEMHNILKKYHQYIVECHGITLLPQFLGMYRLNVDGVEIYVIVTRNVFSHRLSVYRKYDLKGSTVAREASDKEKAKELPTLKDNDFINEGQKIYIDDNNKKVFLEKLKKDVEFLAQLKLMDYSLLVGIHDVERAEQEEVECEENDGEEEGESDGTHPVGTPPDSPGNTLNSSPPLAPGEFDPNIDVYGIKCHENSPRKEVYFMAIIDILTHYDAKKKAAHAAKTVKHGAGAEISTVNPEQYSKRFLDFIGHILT
#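 Single end-point luminescence (ADP-Glo) quantified ADP from PI5P4Kalpha turnover; ATP 5 microM final, 1 h at RT, 0.1% CHAPS and 0.28 mM EGTA in HEPES pH 7.4.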
# PLK1 PBD inh: PLK1 (human) polo-box domain binding inhibition; 360,000 compounds, 2.8% hits; P53350; Plk1 PBD binding of FITC phosphopeptide, fluorescence polarization; Potency, µM, for the others: max response, negative = inhibition, actives largely listed as inhibitors; also: potency is read from the fitted curve at half-maximal effect; series mostly up to about 57 µM; % is scaled to controls: 0 for no effect and ±100 for the full control effect; nearly all actives have a fitted effect of over 65% in size
# D3 ag: agonists of human D3 dopamine receptor | D3R DiscoveRx beta-arrestin cells, luminescence, 90 min | max activation, % | 410,000 compounds, 0.58% hits | P35462; in the data active = max activation above about 30%; also: 0% is about no effect; mostly tested at two doses, the higher about 12 µM
# Target sequence (P35462 whole entry, looked up): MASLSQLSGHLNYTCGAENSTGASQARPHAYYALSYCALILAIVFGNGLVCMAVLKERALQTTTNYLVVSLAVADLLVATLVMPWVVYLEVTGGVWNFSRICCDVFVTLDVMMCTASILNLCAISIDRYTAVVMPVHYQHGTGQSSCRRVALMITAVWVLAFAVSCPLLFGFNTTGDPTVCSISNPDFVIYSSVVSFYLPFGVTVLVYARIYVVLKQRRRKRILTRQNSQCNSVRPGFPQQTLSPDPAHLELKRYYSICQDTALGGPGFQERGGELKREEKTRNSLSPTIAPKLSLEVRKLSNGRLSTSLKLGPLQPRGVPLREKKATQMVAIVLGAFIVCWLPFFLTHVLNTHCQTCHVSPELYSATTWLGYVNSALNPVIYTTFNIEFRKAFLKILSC
#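 Cells at 1500/well, incubated overnight, then treated with pinned compounds (dopamine as control) for 90 min at 37 degrees C. DiscoveRx reagent added for 30 - 60 minutes at room temperature; luminescence read.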
# HEK293 tox: cytotoxicity counter-screen for GLP-1 receptor inverse agonists | HEK293 cAMP-luciferase reporter cells, luminescence, 24 h | Potency, µM (highest dose often 38.3 µM), for the others: at the top dose activity change, negative = inhibition, actives largely listed as inhibitors | 410,000 compounds, 0.13% hits;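 also: loss of luciferase light is scored as toxicity; potency is read from the fitted curve at half-maximal effect; % is scaled to controls: 0 for no effect and ±100 for the full control effect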
#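 Luminescence readout: signal drop marks cytotoxicity. Plated cells grew 12 h at 37 °C, 5% CO2, received 23 nL compound for 24 h, then got luciferase reagent, read after 12 min at RT.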
# DRD3 antagonist: blocks the human D3 dopamine receptor | P35462 | D3R cells, DiscoveRx beta-arrestin luminescence, antagonist mode; stronger effect = lower value | max response, negative = inhibition, % | 360,000 compounds, 2.5% hits | AID 652054; in the data active = max response below about -50%; inconclusive = no clear call, values can overlap the other calls; also: % is scaled to controls: 0 for no effect and ±100 for the full control effect; mostly tested at two doses, the higher about 12 µM
#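 Cells plated overnight at 1500 cells/well, then exposed to library compounds with dopamine controls for 90 minutes at 37 degrees C. DiscoveRx reagent added for 30–60 minutes at room temperature; luminescence read, quantitative HTS format.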
# GLP-1R agonist: activates the human GLP-1 receptor; 380,000 compounds, 0.007% hits; P43220; HEK293 GLP-1R CRE-luciferase, luminescence, 4-6 h; cells express a hypersensitive GLP-1R form; Potency, µM (titrated, usually from 45.6 µM), for the others: at the top dose activation, most hits filed as activators; also: potency is read from the fitted curve at half-maximal effect; % of control where 0% means no effect
# WRN helicase inh: blocks human WRN helicase. Q14191. WRN helicase unwinding, fluorescent forked duplex, kinetic. Potency, µM (top dose mostly 114 µM), without a hit: at the top dose activity change, negative = inhibition, most hits filed as inhibitors. 360,000 compounds, 0.46% hits; also: potency is read from the fitted curve at half-maximal effect; % is scaled to controls: 0 for no effect and ±100 for the full control effect; nearly all actives have a fitted effect of over 55% in size
#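 Kinetic red-fluorescence monitoring (525/598 nm) tracks WRN helicase activity after 100 nM fluorophore-quencher forked duplex and 2 mM ATP are added to 20 nM enzyme pretreated 15 min at room temperature with compound.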
# IL-2 act: IL-2 activation | IL-2 activation reporter assay, cell-based qHTS; stimulated with anti-CD3/CD4/CD28 beads; in transgenic mouse T cells | activation, % (series mostly up to about 46 µM) | 360,000 compounds, 0.065% hits | AID 652025; in the data active = activation above about 50%; inconclusive = mostly about 30% to 49%; also: 0% is about no effect
#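 Quantitative HTS in unstimulated transgenic mouse T cells, with memory T cells as non-tolerant control and PMA/ionomycin as tolerance-bypass control. Compound pretreatment lasted 60 minutes before 18 h bead stimulation; EGFP/DsRed fluorescence read.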
# GLP1R inv ag: inverse agonists of human GLP-1 receptor; HEK293 GLP-1R CRE-luciferase, luminescence, 24 h; GLP-1R form is constitutively active; Potency, µM (series often up to 38.3 µM), without a hit: at the highest dose activity change, negative = inhibition, hits mostly inhibitors; 410,000 compounds, 1.6% hits; also: potency is read from the fitted curve at half-maximal effect; % is scaled to controls: 0 for no effect and ±100 for the full control effect; nearly all actives have a fitted effect of over 55% in size
#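 HEK293 cells stably co-expressing a cAMP-responsive luciferase reporter and constitutively active GLP-1R were seeded, incubated 12 h, then exposed to compounds for 24 h at 37 C. Luminescence was read 12 min after detection reagent; inverse agonists lower signal.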
# Starred values were filed as active, the others as inactive; ? = inconclusive; . = no result given; & = joins results of further samples; [ ] = remark or other dose. Unless noted, calls follow the shape of the dose curve; as a rule, active = well fitted curve in the direction sought with a large enough effect; inconclusive = small, poorly fitted or top-dose-only effect, or another doubt; inactive = no such curve, though single readings can be large; an effect the other way counts as inactive or inconclusive.
SMILES,PI5P4Ka inh,PLK1 PBD inh,D3 ag,HEK293 tox,DRD3 antagonist,GLP-1R agonist,WRN helicase inh,IL-2 act,GLP1R inv ag
CCOc1cc(CNc2ccc(O)cc2)cc(Br)c1OCc1ccccc1,.,.,5,-15%,.,5%,.,.,-6%
O=C(C1CCN(S(=O)(=O)c2ccc(Br)s2)CC1)N1CCc2ccccc21,11,-4%,-1,11%,-16,0%,-2%,-0.7,?
Cc1ccc(C(C2=C(O)CC(C)(C)CC2=O)C2C(=O)CC(C)(C)CC2=O)s1 (stereo not given),?,4.7µM*,3,0%,20,0%,56µM*,-1.9,-26%
COc1ccc(NC(=O)CSc2nc3ccccc3c(=O)n2CCCO)cn1,-8,-17%,-1,-9%,17,0%,-5%,0.0,11%
O=C(NC1CCc2ccccc21)C1CCN(S(=O)(=O)c2ccc(Cl)cc2)CC1 (stereo not given),5,-3%,1,-10%,14,-2%,6%,-0.5,-6%
COc1ccc(N2CCN(C(=O)CN3C(=O)NC(c4ccc(OC)cc4)(c4ccc(OC)cc4)C3=O)CC2)cc1,-6,1%,-1,-2%,-8,-9%,-17%,0.9,?
CCCc1cc(=O)[nH]c(SC(C)C(=O)Nc2ccc3c(c2)OCCO3)n1 (stereo not given),-4,-7%,-1,0%,-1,7%,-7%,0.7,14%
O=S(=O)(NCc1ccc(F)cc1)c1cccc(S(=O)(=O)N2CCOCC2)c1,.,-3%,28,-9%,12,-4%,1%,1.0,0%
COc1ccccc1NC(C#N)c1ccccc1OCc1ccccc1 (stereo not given),6,-1%,4,-7%,7,19%,-2%,-0.6,3%
Cc1ccc(OCC(O)CN2CCc3ccccc3C2)c(C)c1 (stereo not given),7,1%,-19,2%,-104*,1%,-9%,0.7,?
O=C(CCCN1C(=O)c2ccccc2C1=O)OC1CSCC1NC(=O)c1ccccc1 (stereo not given),-4,2%,8,-22%,6,-1%,-1%,0.7,0%
O=C1C(=C(c2ccccc2)c2ccccc2)Nc2ccccc21,5,1%,-5,?,-14,1%,-14%,-0.5,3.2µM*
O=C(COC(=O)C1CCN(/C=C/C(=O)C(F)(F)F)CC1)Nc1cccc(F)c1,2,-3%,14,5%,20,4%,-3%,-3.1,3%
COc1ccc(CN(Cc2cc3cccc(C)c3n3nnnc23)C(=O)N2CCOCC2)cc1,-1,-9%,-1,1%,-1,-5%,1%,-0.5,-10%
c1ccc(C2(CN3CCNC[C@@H]3CC3CCCCC3)CC2)cc1,-7,7%,5,6%,10,3%,1%,-0.6,?
CCCCCCC(=O)N/N=C(\C)Cc1ccccc1,3,-1%,8,5%,18,8%,-3%,-2.9,13%
CC(C)C1N(c2ccccc2)C(N)=C(C#N)C1(C#N)C#N (stereo not given),-12,-7%,3,-7%,59,4%,-4%,-1.3,2%
CCc1cc2cccc(C)c2nc1SCC(=O)NC1CCCC1,2,-5%,-11,1%,-20,2%,7%,1.1,-22%
COc1cc(/C=N/NC(=S)NCCN2CCOCC2)cc(OC)c1O,11,-12%,-14,-6%,-2,9%,-10%,-1.5,11%
Cc1cccc(-c2nc(NCCN(C)C)c3ccccc3n2)c1,12,5%,4,-16%,7,11%,1%,-1.3,-8%

# Some of the entries so far, as tab-separated lines.
molecule	PI5P4Ka inh	PLK1 PBD inh	D3 ag	HEK293 tox	DRD3 antagonist	GLP-1R agonist	WRN helicase inh	IL-2 act	GLP1R inv ag
CCOc1cc(CNc2ccc(O)cc2)cc(Br)c1OCc1ccccc1	.	.	5	-15%	.	5%	.	.	-6%
O=C(C1CCN(S(=O)(=O)c2ccc(Br)s2)CC1)N1CCc2ccccc21	11	-4%	-1	11%	-16	0%	-2%	-0.7	?
Cc1ccc(C(C2=C(O)CC(C)(C)CC2=O)C2C(=O)CC(C)(C)CC2=O)s1 (stereo not given)	?	4.7µM*	3	0%	20	0%	56µM*	-1.9	-26%
COc1ccc(NC(=O)CSc2nc3ccccc3c(=O)n2CCCO)cn1	-8	-17%	-1	-9%	17	0%	-5%	0.0	11%
O=C(NC1CCc2ccccc21)C1CCN(S(=O)(=O)c2ccc(Cl)cc2)CC1 (stereo not given)	5	-3%	1	-10%	14	-2%	6%	-0.5	-6%
COc1ccc(N2CCN(C(=O)CN3C(=O)NC(c4ccc(OC)cc4)(c4ccc(OC)cc4)C3=O)CC2)cc1	-6	1%	-1	-2%	-8	-9%	-17%	0.9	?
CCCc1cc(=O)[nH]c(SC(C)C(=O)Nc2ccc3c(c2)OCCO3)n1 (stereo not given)	-4	-7%	-1	0%	-1	7%	-7%	0.7	14%
O=S(=O)(NCc1ccc(F)cc1)c1cccc(S(=O)(=O)N2CCOCC2)c1	.	-3%	28	-9%	12	-4%	1%	1.0	0%
COc1ccccc1NC(C#N)c1ccccc1OCc1ccccc1 (stereo not given)	6	-1%	4	-7%	7	19%	-2%	-0.6	3%
Cc1ccc(OCC(O)CN2CCc3ccccc3C2)c(C)c1 (stereo not given)	7	1%	-19	2%	-104*	1%	-9%	0.7	?
O=C(CCCN1C(=O)c2ccccc2C1=O)OC1CSCC1NC(=O)c1ccccc1 (stereo not given)	-4	2%	8	-22%	6	-1%	-1%	0.7	0%

# Remaining list, next part
SMILES,PI5P4Ka inh,PLK1 PBD inh,D3 ag,HEK293 tox,DRD3 antagonist,GLP-1R agonist,WRN helicase inh,IL-2 act,GLP1R inv ag
O=c1[nH]c(CNCc2cccnc2)nc2ccccc12,1,0%,3,1%,8,1%,3%,0.1,-11%
O=C(C1CCCCN1S(=O)(=O)c1ccccc1)N1CCN(Cc2ccccc2)CC1 (stereo not given),.,-7%,-49,2%,?,-4%,2%,-1.0,4%
O=[N+]([O-])c1cc(-c2ccn[nH]2)ccc1Cl,7,-5%,3,4%,-13,15%,10%,-2.2,2%
CCOc1ccccc1NC(=S)NC(=O)C1CC1,-2,-1%,-8,?,-30,1%,-4%,-0.9,?
Cc1ccc(C)n1-c1sccc1C(=O)O,-83*,3.8µM*,-3,?,?,-8%,3.2µM*,-2.5,-24%
CC(C)C[C@H](NC(=O)c1nc[nH]c1C(=O)N[C@@H](CCCCNC(=O)OC(C)(C)C)C(=O)OC(C)(C)C)C(=O)OCc1ccccc1,0,3%,8,-33%,-9,0%,-12%,-4.1,?
O=C(Cn1nc(-c2ccc(N3CCOCC3)c([N+](=O)[O-])c2)c2ccccc2c1=O)N1CCCCC1,7,-4%,-4,2%,-6,?,-11%,-1.6,0%
O=C(CCc1c[nH]c2ccccc12)N1CCN(c2ccc(F)cc2)CC1,4,-7%,9,4%,-19,5%,5%,-3.0,-7%
CN(C)c1ccc(/C=C/c2ccc3c4ccccc4ccc3[n+]2-c2ccccc2)cc1,-87*,-15%&-21%,5,7.9µM*,4,0%,13µM*,-8.0,?
Clc1ccc(CNc2ncccn2)cc1,-7,6%,7,-1%,8,6%,7%,-1.4,-4%
COc1cc2c(cc1OC)C(C(=O)N1CCN(c3ccccc3)CC1)C(c1cccs1)N(C)C2=O (stereo not given),.,-9%,-7,-17%,-13,5%,5%,-0.6,0%
COc1cccc(-n2c(SCC(N)=O)nc3ccccc3c2=O)c1,-3,7%,1,-8%,0,3%,6%,0.0,15%
Cc1ccc(N2CC(C)Cn3c2nc2c3c(=O)[nH]c(=O)n2C)cc1C (stereo not given),10,3%,-12,4%,?,0%,2%,-1.1,11%
CCn1c(CCNC(=O)c2cccs2)nnc1SCC(=O)Nc1ccc(Cl)cc1,-1,-7%,-5,3%,-16,0%,16%,-3.4,0%
O=C(Nc1ccc(NC(=O)c2ccco2)cc1)c1cnccn1,9,-3%,3,-14%,16,-1%,-5%,-0.2,23%
CCCOn1nnnc1-c1ccccc1,0,0%,7,-4%,-1,-2%,-2%,0.0,7%
O=C(Nc1ccccc1Br)c1ccc2nccnc2c1,1,-4%,-5,-18%,8,0%,-1%,-0.1,-19%
O=C1CC(c2cccs2)Cc2nc(NC(=O)C3CC3)ncc21 (stereo not given),-7,-10%,-18,-6%,-20,5%,?,-0.7,7%
O=C(N[C@@H](Cc1ccccc1)C(=O)O)c1cccs1,2,?,2,-17%,5,0%,-9%,-0.3,1%
O=[N+]([O-])c1cccc(CN(CCO)Cc2ccccc2)c1,.,-3%,-44,6%,?,25%,3%,-3.5,2%
COc1ccc(CC(=O)NNC(=O)COc2ccc(Br)cc2C)cc1OC,-3,-2%,0,-5%,13,0%,-8%,-3.1,-30%
CCOC(=O)COn1c2c(c3c4no[n+]([O-])c4ccc31)CCCC2,2,-3%,2,77%[activator],0,-1%,-2%,0.1,25%
CC1(C)CC(CC(=O)Nc2ccccc2[N+](=O)[O-])C(=O)O1 (stereo not given),5,1%,13,-18%,10,-2%,-5%,-0.2,11%
COC(=O)[C@]1(Cc2ccccc2)N[C@H](CN(C)C(C)=O)[C@@H]2C(=O)N(C)C(=O)[C@@H]21,-4,2%,13,-9%,24,-1%,-4%,0.9,9%
CC(=C1C(=O)c2ccccc2C1=O)N1CCC(C(N)=O)(N2CCCCC2)CC1,.,-4%,5,-24%,7,-6%,-4%,-0.3,0%
Cc1ccc(CN2C(=O)C(C)Oc3ccccc32)cc1 (stereo not given),-1,3%,-1,2%,?,7%,-3%,2.2,?
Nc1nccnc1C(=O)OCC(=O)N1CCN(S(=O)(=O)c2ccc(Cl)cc2)CC1,-12,2%,3,6%,15,-5%,2%,1.3,11%
CN(C)CC(C)(C)CNC(=S)NCc1ccc2c(c1)OCO2,1,?,-2,26%,?,3%,-22%,-2.1,-5%
Cc1ccc(S(=O)(=O)N2CCCN(C(=O)CNC(=O)c3cccc(C)c3)CC2)cc1,-2,-15%,-12,-1%,-8,-5%,-1%,1.0,-19%
C=CCSc1nnc(NC(=O)CSc2ccccn2)s1,1,-12%,8,3%,5,19%,-8%,1.6,18%
CCCCN(C)Cc1c(C)[nH]c2c(ccc3ccccc32)c1=O,2,-9%,-6,-24%,-5,-2%,-2%[57.1 µM],-2.9,-3%

# Screening results: PubChem, National Center for Advancing Translational Sciences (NCATS)
